# Bioassay records (PubChem)
# HCV inhibitor: HCV inhibition | Huh7.5.1 HCVcc-Cre infection, luciferase reporter, 44 h | Potency, µM (highest dose often 41.8 µM), for the others: top-dose activity change, negative = inhibition, most hits filed as inhibitors | 340,000 tested, 3.4% active; also: potency is read from the fitted curve at half-maximal effect
#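 A cell-based infection assay in which seeded cells (1,000 per well) receive test compound after 4 h, are inoculated with HCVcc-Cre at approximately 0.5 moi, and are incubated 44 h before luminescence detection.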
# AmpC inh detg: blocks E. coli AmpC beta-lactamase in detergent assay; AID 485294; Potency, µM (highest dose often 114 µM), for inactives: top-dose activity change, negative = inhibition, actives largely listed as inhibitors; 370,000 tested, 0.041% active; AmpC hydrolysis of nitrocefin, absorbance 480 nm, 0.01% Triton;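 also: potency is read from the fitted curve at half-maximal effect; 0% = no-compound wells and -100% = no-enzyme wells; nearly all actives have a fitted effect of over 25% in size; some results filed as inactive show a strong effect at the top dose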
# Target sequence (P00811 whole entry, looked up): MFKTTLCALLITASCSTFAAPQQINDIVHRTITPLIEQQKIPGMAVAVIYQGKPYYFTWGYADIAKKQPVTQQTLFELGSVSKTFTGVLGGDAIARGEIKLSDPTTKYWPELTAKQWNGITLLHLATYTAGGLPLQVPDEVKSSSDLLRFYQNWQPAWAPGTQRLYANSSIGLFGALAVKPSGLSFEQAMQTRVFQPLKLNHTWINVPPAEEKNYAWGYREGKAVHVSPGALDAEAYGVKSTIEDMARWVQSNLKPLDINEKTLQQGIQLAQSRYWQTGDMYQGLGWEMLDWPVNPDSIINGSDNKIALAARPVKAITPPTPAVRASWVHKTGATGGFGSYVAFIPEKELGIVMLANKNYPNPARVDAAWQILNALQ
#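 AmpC (5.3 nM in the dispensed reagent) in 20 mM phosphate pH 7.0 with 0.01% (detergent screen) or 0.0001% Triton X-100 was preincubated with compounds for 15 min at room temperature. Nitrocefin was then added from an 800 uM solution, and hydrolysis was followed at 480 nm.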
# FBPA Giardia inh: Giardia lamblia aldolase inhibition. A8B2U2. purified Giardia FBPA. Potency, µM (doses to about 59.6 µM), for the others: at the highest dose activity, negative = inhibition, actives largely listed as inhibitors. 290,000 tested, 0.71% active. AID 2451; also: potency is read from the fitted curve at half-maximal effect; nearly all actives have a fitted effect of over 55% in size
# Target sequence (A8B2U2 whole entry, looked up): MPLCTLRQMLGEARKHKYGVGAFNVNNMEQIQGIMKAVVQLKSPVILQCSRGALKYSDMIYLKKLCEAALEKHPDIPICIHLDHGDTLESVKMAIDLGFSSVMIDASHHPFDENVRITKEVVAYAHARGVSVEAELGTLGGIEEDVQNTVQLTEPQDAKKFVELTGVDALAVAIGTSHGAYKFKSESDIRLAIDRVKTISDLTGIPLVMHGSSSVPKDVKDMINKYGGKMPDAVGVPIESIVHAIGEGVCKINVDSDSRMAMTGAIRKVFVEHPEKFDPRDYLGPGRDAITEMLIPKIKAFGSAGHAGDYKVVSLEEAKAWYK
#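 Giardia FBPA (40 nM reagent) was preincubated 10 min at RT with compound (up to 57.5 uM final), then substrate plus GAPDH/TPI/NAD/arsenate coupling system with diaphorase/resazurin was added; resorufin fluorescence (525/598 nm) was read after 20 min.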
# AmpC inh no detg: blocks E. coli AmpC beta-lactamase in detergent-free assay; AmpC nitrocefin hydrolysis, absorbance 480 nm, 0.0001% Triton; P00811; Potency, µM (doses to about 57.1 µM), without a hit: top-dose activity change, negative = inhibition, actives largely listed as inhibitors; 330,000 tested, 0.52% active;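 also: potency is read from the fitted curve at half-maximal effect; plate controls were no compound for no effect and no enzyme for full effect; nearly all actives have a fitted effect of over 20% in size; some results filed as inactive show a strong effect at the top dose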
#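 AmpC (5.3 nM in the dispensed reagent) in 20 mM phosphate pH 7.0 with 0.01% (detergent screen) or 0.0001% Triton X-100 was preincubated with compounds for 15 min at room temperature. Nitrocefin was then added from an 800 uM solution, and hydrolysis was followed at 480 nm.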
# HCMV antiviral: inhibitors of human cytomegalovirus. 410,000 tested, 4.5% active. AID 1259415. activity change, negative = inhibition, % at 57.5 µM. HFF cells, HCMV-luciferase reporter, 72 h; stronger effect = lower value; in the data active = activity change below about -60%; inconclusive = no clear call, values can overlap the other calls; inactive = above about -39%
#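 HFF cells seeded 16 h at 37C, treated with compounds, infected with luciferase-reporter HCMV at MOI 1 PFU/cell; luciferase read at 72 h post infection, normalized to buffer-only and Salinomycin controls.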
# Sm TGR block: inhibitors of Schistosoma mansoni thioredoxin glutathione reductase | Q962Y6 | 360,000 tested, 3% active | AID 485364 | purified TGR, DTNB reduction, TNB absorbance 405 nm | Potency, µM (series often up to 114 µM), for the others: at the top dose activity change, negative = inhibition, hits mostly inhibitors; also: potency is read from the fitted curve at half-maximal effect; nearly all actives have a fitted effect of over 60% in size
#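 First, TGR (20 nM dispensed) and NADPH were mixed with compound. Second, a 15 min room-temperature incubation followed. Third, further NADPH and then DTNB were added to start the reaction. Finally, TNB absorbance was monitored kinetically.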
# Active calls of the source: *; u = inconclusive; x = no result given; & = joins results of further samples; [ ] = dose if it differs, or a comment. Unless noted, calls follow the shape of the dose curve; as a rule, active = well fitted curve in the direction sought with a large enough effect; inconclusive = small, poorly fitted or top-dose-only effect, or another doubt; inactive = no such curve, though single readings can be large; an effect the other way counts as inactive or inconclusive. Unless noted, % is scaled to controls: 0 for no effect and ±100 for the full control effect.
mol | HCV inhibitor | AmpC inh detg | FBPA Giardia inh | AmpC inh no detg | HCMV antiviral | Sm TGR block
O=C(NCc1ccco1)C(c1ccncc1)N(C(=O)Cn1nnc2ccccc21)c1ccccc1F (configuration not stated) | -4% | 5% | x | -4% | 19 | -36%
C(=N\Nc1nc2ccccc2s1)/c1cccs1 | u | -12% | 0% | -19% | 128 | 17%
Cc1ccc(C)c(/C=N/Nc2nc3ccccc3c(=O)n2O)c1 | -1% | 0% | 16µM* | -20% | 17 | 15%
CCOC(=O)C1=C(N)OC2=C(C(=O)CC(C)(C)C2)C1C1CCCCC1 (configuration not stated) | 1% | -5% | 13% | 16% | 40 | -15%
COc1ccccc1N1CCN(C2CCCN(Cc3ccc(Cl)cc3)C2)CC1 (configuration not stated) | u | -1% | 4% | 57% | 6 | 0%
CCCCCCn1c(=O)[nH]c2nc3cc(N)ccc3nc2c1=O | -4% | 3% | u | -15% | 10 | u
CC1Sc2ccc(S(=O)(=O)N3CCC(C(=O)Nc4ccc(Cl)cc4)CC3)cc2NC1=O (configuration not stated) | u | -2% | x | -52% | -71* | -6%
Cc1c(C=O)c2cc(OCc3ccccc3)ccc2n1C | u | u | 0% | 32% | 110 | 2%
FC(F)(F)c1cccc(NC(=S)NCCN2CCOCC2)c1 | 8% | 2% | 3% | -12% | -16 | -5%
CCOC(=O)C1CCN(c2ncnc3c2nnn3Cc2ccccc2Cl)CC1 | 12% | 3% | -7% | 97%[activator] | 43 | 12%[57.1 µM]
COc1cccc(N2CC(C(=O)Nc3nnc(SCC(=O)NCc4ccco4)s3)CC2=O)c1 (configuration not stated) | 1% | -1% | -24% | -43% | 26 | 50µM*
COc1cccc2c1Oc1ncccc1N(C(=O)CCC(=O)NCc1ccccc1)C2 | 17% | -6% | 3% | 20% | 21 | 0%
COc1cc2c(=O)c(S(=O)(=O)c3ccc(C(C)C)cc3)cn(Cc3ccccc3C)c2cc1OC | x | 14% | x | x | 24 | -1%
CCN(CC)C(=O)Cn1nc(C)c2ccccc2c1=O | -4% | u | 2% | -3% | 60 | -1%
Cn1c(C=O)c(-c2ccc3cc[nH]c3c2)c2ccccc21 | -24% | -8% | x | -24% | 14 | u
O=C(Nc1nc2ccc(S(=O)(=O)N3CCCC3)cc2s1)c1ccc(F)cc1 | x | 1% | x | x | -29 | -2%
O=C(NCCN1CCOCC1)c1c(O)nc2sccn2c1=O | 1% | 3% | x | -18% | -13 | 8%
O=C1OC(COc2ccc(Br)cc2)CN1c1ccccc1 (configuration not stated) | 11% | -6% | 5% | -7% | 20 | 0%
COc1ccc(S(=O)(=O)N(CCCN2CCOCC2)Cc2cccc3ccccc23)cc1 | -25% | u | -6% | 177%[activator] | x | -1%
COc1ccc(-c2csc(NC(=O)Cc3ccccc3)n2)cc1OC | u | 0% | -15% | -1% | 0 | -3%
COc1ccccc1CNCc1cc(Br)ccc1OC | u | -4% | u | 0% | -34 | -10%
O=C(CCc1c[nH]c2ccccc12)NN1C(=O)NC2(CCCCC2)C1=O | 16% | -8% | x | -19% | 60 | -2%
C=CCOc1ccccc1CN1CCN(CCc2ccccc2)C(CCO)C1 (configuration not stated) | -11% | u | 5% | 36% | 24 | 7%
COc1ccc(Cn2cccc(NC(=O)Nc3cccc(C#N)c3)c2=O)cc1 | u | 0% | -11% | 47% | -34 | 0%
COc1cc(/C=C/C2=CC(C)(C)NC(=S)N2)cc(OC)c1OC | 1% | -2% | -5% | -26% | 74 | x
Cc1cccc(N2CC(C)Cn3c2nc2c3c(=O)n(CC(=O)O)c(=O)n2C)c1 (configuration not stated) | x | 1% | x | x | 19 | 17%
Cc1cccc(OCC(=O)OCC(=O)Nc2ccc(Cl)cn2)c1 | 11% | x | x | -23% | 0 | x
CC(C)c1nnc(NC(=O)c2sc3ccccc3c2Cl)s1 | 10% | u | x | -24% | 89 | -16%
CCOc1cc(N2CCOCC2)c(OCC)cc1NC(=O)c1oc2ccccc2c1C | u | -8% | -2% | -27% | u | -4%
Cc1ccc(OCC(=O)OCc2cc(=O)n3nc(C4CC4)sc3n2)cc1 | x | -4% | x | x | -34 | -7%

# Complete entries, looked up by structure. Values in the order: HCV inhibitor	AmpC inh detg	FBPA Giardia inh	AmpC inh no detg	HCMV antiviral	Sm TGR block
# CCN(CC)C(=O)Cn1nc(C)c2ccccc2c1=O in the list: -4%	u	2%	-3%	60	-1%
# Cc1c(C=O)c2cc(OCc3ccccc3)ccc2n1C in the list: u	u	0%	32%	110	2%
# CCCCCCn1c(=O)[nH]c2nc3cc(N)ccc3nc2c1=O in the list: -4%	3%	u	-15%	10	u

# The listing continues.
mol | HCV inhibitor | AmpC inh detg | FBPA Giardia inh | AmpC inh no detg | HCMV antiviral | Sm TGR block
CC/C(=N/Nc1ccccc1)c1cnnc(SC)n1 | -29% | 3% | -9% | -22% | -5 | -31%
O=C(NCCN1CCOCC1)c1ccc2c(c1)N(Cc1ccccc1)C(=O)CS2 | u | u | 8% | 1% | 4 | u
COc1ccc(C2=C(C)C(=O)N(Cc3ccc(C(=O)Nc4ccc(F)cc4C)cc3)S2(=O)=O)cc1 | x | -2% | x | x | -63* | 5%
CC1(C)Cc2c(c(-c3ccccc3Cl)[nH]c(=O)c2C#N)CO1 | 3% | u | -8% | -7% | 1 | 3%
Cc1oc(C(N)=O)cc1COc1ccc(C(N)=O)cc1 | -6% | -10% | 6% | -12% | 24 | -17%
COc1ccc([N+](=O)[O-])cc1Nc1ncnc2ccccc12 | u | 0% | -7% | -1% | -62* | x
Cc1cc(C)cc(C(=O)Nc2cccnc2)c1 | 14% | -11% | -1% | -16% | -1 | -3%
Cc1ccc(CNC(=O)C2CC(c3ccccc3C(F)(F)F)=NO2)cc1 (configuration not stated) | 21%[8.37 µM] | -3% | 2% | 24% | 5 | -24%
Cc1cc(Br)cc(C)c1OCC(=O)NNC(=O)c1cccs1 | -6% | u | 5% | 0% | -39 | 0%
Cc1cc(Nc2ccc([N+](=O)[O-])cc2)nc2ccccc12 | u | 1% | -2% | -10% | u | x
O=C(CN1C(=O)C(=O)N(CCC2=CCCCC2)C1=O)Nc1ccc(F)cc1F | 19% | x | x | -24% | -21 | x
CCCCN(C)CCN1C(=O)C2C(C(=O)Nc3ccc(Cl)cc3)C3C=CC2(O3)C1C(=O)NC1CCCCC1 (configuration not stated) | u | -14% | 12% | 27% | 38 | -17%
CC(=O)c1sc(NC(=O)CSC(C)C(=O)Nc2cc(C)on2)nc1-c1ccccc1 (configuration not stated) | -14% | -1% | x | -37% | -28 | 1%
CC(=O)N1CCc2cc(S(=O)(=O)NC(CC(C)C)C(=O)N3CCn4c3nc3ccccc34)ccc21 (configuration not stated) | -4% | 0% | 9% | 1% | 8 | -2%
Cn1nc2c3ccccc3n(Cc3ccc(F)cc3)c2nc1=S | -3% | -12% | -3% | -21% | -8 | 12%
Cc1ccc(C(=O)O)cc1S(=O)(=O)NCC1CCCO1 (configuration not stated) | 15% | 0% | 3% | -1% | 7 | 0%
COc1ccc(OC(=O)c2ccc(Cl)cc2)c(C(C)=O)c1 | 4% | -8% | -9% | -12% | -6 | 4%
COc1cccc(NC(=O)c2nnn(Cc3cccc(C(F)(F)F)c3)c2N)c1 | x | 22% | x | x | 20 | 10%
COc1ccc(OCC(=O)N2CCC(c3nc4ccccc4s3)CC2)cc1 | x | 11% | x | x | -30 | -6%
O=c1[nH]c(C2CCN(S(=O)(=O)c3ccc4c(c3)OCCO4)CC2)nc2c1nnn2Cc1cccc(F)c1 | 27% | 3% | 4% | 9% | -39 | -4%
CCN(CCCNC(=O)CN(C)S(=O)(=O)c1ccc2c(c1)CCC(=O)N2)c1cccc(C)c1 | u | -11% | -20% | 79%[activator] | -4 | 2%
Cc1nn(-c2ccccc2)c(Cl)c1/C=N/NC(=O)c1ccc(CNc2ccccc2)o1 | u | -8% | -5% | -7% | u | -1%
O=C(Nc1cccc(-c2nc3ncccc3o2)c1)c1ccccc1 | u | -10% | 5% | -52% | 11 | -1%
CC(/C=N/n1c(-c2ccccc2)n[nH]c1=S)=C\c1ccco1 | 4% | 2% | 3% | -54% | 9 | u
Cc1cc(C(=O)N2CCc3ccccc3C2)on1 | 6% | -9% | 3% | -11% | -8 | 1%
COc1ccc(N2CCN(C(=O)COC(=O)c3ccccc3OCc3ccc(F)cc3)CC2)cc1 | u | -18% | x | 32% | -10 | 32%
O=C(CCNS(=O)(=O)c1cccc2nsnc12)NC1CCN(Cc2ccccc2)CC1 | -21%&-9% | 0% | -3% | -17% | 48 | -12%
CCC1C(=NO)C(CC)C(c2ccccc2)NC1c1ccccc1 (configuration not stated) | u | 0% | -2% | -38% | -101* | x
COc1ccc(-c2cc3ccc(O)c(CN4CCC(C)CC4)c3oc2=O)cc1 | x | 0% | x | x | -1 | -5%
COCCCNC(=S)N(CCO)Cc1cc2cc3c(cc2[nH]c1=O)OCCO3 | -2% | u | 10% | -20% | -9 | -1%
Cc1noc(C(=O)Nc2c(C)n(C)n(-c3ccccc3)c2=O)c1Cl | 5% | -13% | -2% | -24% | 37 | 5%
COc1cc(NC(=O)c2cccs2)ccc1NC(=O)c1cc2ccccc2o1 | u | -2% | 6% | -15% | -32 | 8%
Nc1ccccc1S(=O)(=O)c1ccccc1N | -2% | u | -2% | -6% | 14 | 5%
CCc1ccc(NC(=O)c2sc3nc(C)c(Cl)c(C)c3c2NC(=O)c2ccccc2)cc1 | x | -1% | x | x | 7 | 5%
CCOC(=O)c1c(NC(=S)NCC2CCCO2)sc(C)c1C (configuration not stated) | 8% | 2% | -13% | 48% | -24 | 2%
N#CC1=C2N=C(N)c3ccccc3N2C2=C(C(=O)CCC2)C1c1ccc(Cl)cc1 (configuration not stated) | u | -8% | 14% | -49% | -91* | -8%
CC(=O)Nc1ccc2c(c1)C(=O)N(c1cccc(C)c1)C2=O | u | 0% | 1% | -3% | u | 4%
COc1ccc(CNC(=O)c2cc(COc3c(F)cccc3F)on2)cc1OC | u | -4% | 17% | 34% | u | 8%
O=C(CCn1cnnn1)Nc1ccccc1 | -3% | 4%&6% | 2% | -12% | 26&24 | 15%&15%
Cc1cc(Br)ccc1NC(=O)CCSc1ccccc1 | -4% | 2% | 1% | -36% | -22 | 2%
O=C(CN1CCCCC1)Nc1ccc(Br)cc1C(=O)c1ccccc1Cl | u | u | 3% | 21% | -10 | 9%
Nc1ccccc1SC1CC(=O)N(c2ccc3c(c2)OCCO3)C1=O (configuration not stated) | -15% | 7% | 2% | -35% | 56 | 9%
CCCCn1c(=O)c(C(=O)NCc2ccccc2OC)c(O)c2ccccc21 | -9% | -7% | 6% | -16% | 5 | -1%
CC1Sc2ccc(S(=O)(=O)CCC(=O)NC3CCCCCC3)cc2NC1=O (configuration not stated) | -13% | -4% | -11% | -18% | -7 | -2%
COc1cccc(-n2c(=O)c3ccccc3n3c(=S)[nH]nc23)c1 | 8% | -2% | u | -10% | 8 | -3%
COc1cc(C(=O)NC2CC(C)(C)Cc3c2cnn3-c2ccccc2)cc(OC)c1OC (configuration not stated) | u | -14% | 7% | 15% | -2 | -1%

# Random draw from the library. Share with any hit: about 9.9%.
